Source: PubChem BioAssay
Mtb FBA inh: inhibits M. tuberculosis FBA enzyme. P9WQA3. purified M. tuberculosis FBA, fluorescence read-out. inhibition, % at 1 µM. 2.3% of 360,000 active. AID 588726; in the data active = inhibition above about 27%;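 also: 0% = vehicle and 100% = reference inhibitor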
Target sequence (P9WQA3 whole entry, looked up): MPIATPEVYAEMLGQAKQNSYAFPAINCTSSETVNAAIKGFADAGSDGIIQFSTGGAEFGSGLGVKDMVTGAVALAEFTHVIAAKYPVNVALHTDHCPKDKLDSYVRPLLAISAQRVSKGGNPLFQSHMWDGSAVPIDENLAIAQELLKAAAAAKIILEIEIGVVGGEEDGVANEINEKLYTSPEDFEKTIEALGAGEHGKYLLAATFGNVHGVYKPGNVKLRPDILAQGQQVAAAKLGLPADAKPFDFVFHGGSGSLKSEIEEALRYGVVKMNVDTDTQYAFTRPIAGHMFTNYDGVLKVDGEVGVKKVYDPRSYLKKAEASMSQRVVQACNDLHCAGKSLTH
FadD28 FP inh: inhibitors of Mycobacterium tuberculosis FadD28 bisubstrate binding; AID 588549; inhibition, % at 12.5 µM; FadD28 bisubstrate probe binding, fluorescence polarization; 0.22% of 360,000 active; in the data active = inhibition above about 8.5%, passing the limit was not always enough; inconclusive = no clear call, values can overlap the other calls
PfHsp40 rescue: compounds rescuing yeast from Plasmodium falciparum HSP40 toxicity; S. cerevisiae expressing PfHsp40, growth rescue, ATP luminescence; growth rescue, % at 12.5 µM; 0.68% of 340,000 active; in the data active = growth rescue above about 28%, passing the limit was not always enough; inconclusive = no clear call, values can overlap the other calls;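 also: yeast W303a lacking pdr1 and pdr3 grown in galactose medium; growth measured after three days at 30 °C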
GDH-TPI inh: counter-screen for M. tuberculosis FBA inhibitors: GDH-TPI coupled enzymes; GDH-TPI coupled enzyme counterscreen, NADH absorbance; inhibition, % at 4.8 µM; 1.2% of 360,000 active; in the data active = inhibition above about 30%;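 also: 0% = DMSO wells and 100% = wells lacking the enzyme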
Anthrax LF prot: anthrax lethal factor protease inhibition; inhibition, % at 10 µM; multiplex microsphere protease cleavage assay, LF; AID 588501; 0.12% of 360,000 active; also: plate controls were buffer without enzyme for full effect and enzyme alone for no effect
Mtb UGM inh: inhibitors of M. tuberculosis UDP-galactopyranose mutase; inhibition, % at 10 µM; AID 504406; 0.06% of 320,000 active; purified UGM, fluorescence polarization probe displacement; P9WIQ1; in the data active = inhibition above about 10%, passing the limit was not always enough; inconclusive = no clear call, values can overlap the other calls
Target sequence (P9WIQ1 whole entry, looked up): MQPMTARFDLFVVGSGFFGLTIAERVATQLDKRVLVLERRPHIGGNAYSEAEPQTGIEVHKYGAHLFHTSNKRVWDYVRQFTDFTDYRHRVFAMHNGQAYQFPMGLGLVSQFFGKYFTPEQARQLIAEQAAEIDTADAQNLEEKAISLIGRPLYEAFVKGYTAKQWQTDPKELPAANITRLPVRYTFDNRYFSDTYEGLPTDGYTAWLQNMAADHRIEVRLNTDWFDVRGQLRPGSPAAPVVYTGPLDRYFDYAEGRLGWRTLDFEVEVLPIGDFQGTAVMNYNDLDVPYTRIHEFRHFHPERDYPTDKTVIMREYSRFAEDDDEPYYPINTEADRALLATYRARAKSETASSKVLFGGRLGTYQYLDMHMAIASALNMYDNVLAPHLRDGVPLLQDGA
Mtb BioA inh: inhibitors of Mycobacterium tuberculosis BioA enzyme. purified M. tuberculosis BioA enzyme, plate reader. inhibition, % at 9.99 µM. 0.096% of 360,000 active. AID 602481; in the data active = inhibition above about 40%; inconclusive = no clear call, values can overlap the other calls
BoNT F protease: blocks Botulinum neurotoxin F light chain protease; Multiplex microsphere protease cleavage assay, flow cytometry; inhibition, % at 10 µM; 0.22% of 360,000 active; in the data active = inhibition above about 35%, passing the limit was not always enough; inconclusive = no clear call, values can overlap the other calls; also: plate controls were buffer without enzyme for full effect and enzyme alone for no effect
BoNT A protease: BoNT A light chain protease inhibition | multiplex microsphere protease substrate cleavage, flow cytometry | inhibition, % at 10 µM | 0.17% of 360,000 active | AID 588499; also: plate controls were buffer without enzyme for full effect and enzyme alone for no effect
The depositor's hits bear a star; u = inconclusive; x = not tested or not shown. Rule as the data show it, unless noted: active = inhibition above about 30%; inconclusive = no clear call, values can overlap the other calls; inactive = below that.

1) Cn1c(=O)n(Cc2ccccc2Cl)c(=O)c2c1[nH]c(=S)n2C
2) O=C(COC(=O)CC1SC(N2CCCC2)=NC1=O)Nc1c(F)c(F)c(F)c(F)c1F (stereo unspecified)
3) CCOc1ccc2nc(S(=O)(=O)NC(=O)C3(C)CCN3C(=O)c3c(C)noc3C)sc2c1 (stereo unspecified)
4) O=C(N/N=C/c1ccc([N+](=O)[O-])cc1)c1cccnc1
5) COc1cc(NC(=O)CSc2nnc3n2C(C)(C)Cc2ccccc2-3)cc(OC)c1
6) C=CCNC(=O)C1CCN(S(=O)(=O)c2ccccc2)CC1
compound no.,1,2,3,4,5,6
Mtb FBA inh,3,4,3,0,0,2
FadD28 FP inh,0.4,-1.8,0.3,-3.4,-3.6,-3.9
PfHsp40 rescue,-0.6,-0.7,x,-0.8,-0.4,-0.2
GDH-TPI inh,-2,4,8,28,4,0
Anthrax LF prot,-6,-1,3,5,0,-8
Mtb UGM inh,2.7,-0.4,x,-0.4,2.1,1.1
Mtb BioA inh,-0.9,-0.8,-1.4,7.2,-0.9,0.7
BoNT F protease,2,4,-2,-7,-4,5
BoNT A protease,-3.4,0.9,-0.4,-0.2,-1.2,1.1

Whole records from above.
CCOc1ccc2nc(S(=O)(=O)NC(=O)C3(C)CCN3C(=O)c3c(C)noc3C)sc2c1 (stereo unspecified) as listed: Mtb FBA inh = 3; FadD28 FP inh = 0.3; PfHsp40 rescue = x; GDH-TPI inh = 8; Anthrax LF prot = 3; Mtb UGM inh = x; Mtb BioA inh = -1.4; BoNT F protease = -2; BoNT A protease = -0.4
O=C(COC(=O)CC1SC(N2CCCC2)=NC1=O)Nc1c(F)c(F)c(F)c(F)c1F (stereo unspecified) as listed: Mtb FBA inh = 4; FadD28 FP inh = -1.8; PfHsp40 rescue = -0.7; GDH-TPI inh = 4; Anthrax LF prot = -1; Mtb UGM inh = -0.4; Mtb BioA inh = -0.8; BoNT F protease = 4; BoNT A protease = 0.9

The list goes on:
7) N#Cc1ccc(N/N=C/c2cn(-c3ccccc3)nc2-c2ccccc2)c([N+](=O)[O-])c1
8) COC(=O)C(O)(CC(=O)Nc1ccc(Cl)cc1F)C(F)(F)F (stereo unspecified)
9) COCCCNC(=O)CC[C@H]1O[C@@H](n2cnc3c(NC(=O)c4ccccc4)ncnc32)[C@H](O)[C@@H]1O
10) CC1CCCCN1C(=O)C12CCC(C)(C(=O)C1)C2(C)C (stereo unspecified)
11) Clc1cccc(Nc2nc(-c3ccncc3)cs2)c1
12) COc1ccc(CNC(=O)COC(=O)c2ccc(C(=O)c3ccccc3)cc2)cc1
compound no.,7,8,9,10,11,12
Mtb FBA inh,0,2,-2,-1,-1,2
FadD28 FP inh,-1.7,-2.1,-2.8,-0.9,-5.9,-0.3
PfHsp40 rescue,-1.1,-0.3,x,-1.2,0.5,1.0
GDH-TPI inh,13,12,x,2,0,14
Anthrax LF prot,0,2,3,-3,-3,-1
Mtb UGM inh,0.6,4.3,x,0.4,-0.5,-0.8
Mtb BioA inh,x,x,1.1,-0.1,x,-8.0
BoNT F protease,2,7,0,-18,-1,3
BoNT A protease,0.4,1.0,-0.8,0.5,-0.3,0.2

13) O=C(NC1=NCCS1)C1CC(=O)N(c2ccc(Cl)cc2)C1 (stereo unspecified)
14) CC1(C)OC(C(O)(c2ccccc2)c2ccccc2)[C@@H](C(O)(c2ccccc2)c2ccccc2)O1 (stereo partly specified)
15) COc1ccc(-c2oc3ccccc3c2C(=O)OCc2ccc([N+](=O)[O-])cc2)cc1
16) Nc1nc2nc(-c3ccccc3)cc(C(F)(F)F)c2s1
17) Cc1ccc(S(=O)(=O)Nc2cccc(C(=O)NCc3cccnc3)c2)cc1F
18) CC(C)NC(=O)c1onc(CSc2ccccc2F)c1C(=O)O
compound no.,13,14,15,16,17,18
Mtb FBA inh,1,1,2,8,6,0
FadD28 FP inh,-3.8,-3.8,-0.2,-1.4,0.0,0.1
PfHsp40 rescue,4.8,-0.9,0.5,0.4,0.5,0.6
GDH-TPI inh,3,0,2,17,7,0
Anthrax LF prot,-1,-5,-8,1,-5,3
Mtb UGM inh,0.3,-1.5,1.8,-1.5,1.2,2.8
Mtb BioA inh,4.5,-1.0,-3.1,-0.7,1.5,-0.2
BoNT F protease,0,-4,-11,-3,4,6
BoNT A protease,0.0,-0.2,-1.3,-0.2,-1.2,0.7

19) CCCc1nc(SCC(=O)NCC2CCCO2)c2c(=O)n(C)c(=O)n(C)c2n1 (stereo unspecified)
20) CCNC(=O)C1CCCN(C(=O)c2ccc(OC)c(OC)c2)CC1 (stereo unspecified)
21) CC(=O)Nc1cc2c3c(c1)CCN3C(=O)CC2
22) Cc1noc(/C=C/c2nn(C)cc2Cl)c1[N+](=O)[O-]
23) COCCNC(=O)Cn1cc(/C=C2\C(=O)NC(=O)N(c3cccc(C)c3C)C2=O)c2ccccc21
24) COC(=O)C1=C(c2ccc(OC(F)(F)F)cc2)C[C@@H]2CC[C@H]1N2C(=O)NCCNC(C)=O
compound no.,19,20,21,22,23,24
Mtb FBA inh,2,0,2,2,0,1
FadD28 FP inh,-5.3,-3.3,-0.2,-0.8,-0.1,0.6
PfHsp40 rescue,0.0,x,-1.1,0.6,1.7,10
GDH-TPI inh,-7,-9,3,2,6,2
Anthrax LF prot,1,-1,-2,-2,-7,1
Mtb UGM inh,-1.2,x,2.1,-0.2,2.4,2.4
Mtb BioA inh,-0.7,-0.7,-0.6,-1.2,-5.2,-2.2
BoNT F protease,-4,1,-1,0,-2,-1
BoNT A protease,1.1,0.1,0.7,0.2,-1.3,-0.1

25) CCC(CC)c1nnc(NC(=O)c2nc3nc(C)cc(C)n3n2)s1
26) Cc1ccc(SCC(=O)Nc2cccc(C)c2)cc1
27) O=C(CCn1c(=O)oc2ccccc21)Nc1ccccc1
28) O=S1(=O)N=C(N2CCCc3ccccc32)c2ccccc21
29) Cc1ccc(-n2c(SCC(=O)Nc3ncc(Cl)cc3Cl)nc3ccccc32)cc1
30) CCOc1ccc2c(c1)n(CO)c(=S)n2CO
compound no.,25,26,27,28,29,30
Mtb FBA inh,2,2,6,3,1,1
FadD28 FP inh,-0.5,0.0,1.2,-1.9,-2.5,-2.7
PfHsp40 rescue,0.4,4.9,0.7,0.3,2.7,-1.5
GDH-TPI inh,9,0,7,12,6,4
Anthrax LF prot,-3,-8,12,6,-1,-4
Mtb UGM inh,1.3,0.0,-0.5,-4.0,-0.6,1.2
Mtb BioA inh,-0.8,x,-0.9,0.5,0.3,-1.2
BoNT F protease,6,1,-14,1,1,2
BoNT A protease,-0.2,0.0,-1.9,1.1,1.1,u

31) COc1ccc(/C=C(/NC(=O)c2ccccc2)C(=O)N/N=C/c2cccs2)cc1OC
32) NC(=O)c1ccc(NC(=O)COC(=O)c2ccccc2SCC(=O)N2CCCC2)cc1
33) Cc1csc(Sc2ccc([N+](=O)[O-])cc2C(=O)OCC(=O)NC(=O)NC(C)(C)C)n1
34) CCOc1ccc(NC(=O)CC2Nc3ccccc3NC2=O)cc1 (stereo unspecified)
35) Cc1ccc(CN(C(=O)c2ccc(Cl)c([N+](=O)[O-])c2)C2CCS(=O)(=O)C2)o1 (stereo unspecified)
36) O=C(CC(Sc1n[nH]c(-c2ccccc2)n1)c1ccccc1)NCc1ccccc1 (stereo unspecified)
compound no.,31,32,33,34,35,36
Mtb FBA inh,-2,-1,-3,0,-5,-1
FadD28 FP inh,0.2,-1.1,-1.5,-2.0,-3.3,-5.4
PfHsp40 rescue,-1.8,x,-0.4,-2.0,-0.9,-1.1
GDH-TPI inh,69*,9,19,3,6,2
Anthrax LF prot,-5,0,1,-7,-2,2
Mtb UGM inh,-1.7,x,2.6,-1.9,-1.1,2.4
Mtb BioA inh,-1.0,-0.3,0.5,x,2.2,x
BoNT F protease,4,10,-24,-6,-2,-1
BoNT A protease,1.9,0.1,-1.5,0.3,-2.7,-0.4

37) CCN(C(=O)Cn1cnc2c(nc3n2CCCCC3)c1=O)c1cccc(Cl)c1
38) CCOC(=O)N1CCC(NC(=O)CCc2c(C)nc3c(c(C)nn3C(C)(C)C)c2C)CC1
39) CC1=CC(C)C(COC(N)=O)(COC(N)=O)C(C)C1 (stereo unspecified)
40) CCOC(=O)c1sc(NC(=O)c2cc3ccccc3o2)nc1C
41) Cc1nnc(SCC(=O)O)s1
42) COc1ccc(CNC(=O)COc2cc3c(c4oc(=O)cc(C)c24)CCC(C)(C)O3)c(OC)c1
compound no.,37,38,39,40,41,42
Mtb FBA inh,1,6,0,2,-3,34*
FadD28 FP inh,-4.5,0.3,-2.1,-2.4,-5.3,-8.1
PfHsp40 rescue,0.6,2.0,0.1,-0.4,-0.6,x
GDH-TPI inh,3,6,7,15,0,12
Anthrax LF prot,0,1,-2,0,-7,3
Mtb UGM inh,1.9,0.2,-0.1,0.7,-1.7,x
Mtb BioA inh,1.3,x,-0.5,x,x,-0.6
BoNT F protease,0,4,-8,1,-4,3
BoNT A protease,-0.4,4.3,0.2,0.1,-1.0,-0.4

43) COC(=O)c1ccc(N2C(=O)CC(Sc3n[nH]c(C)n3)C2=O)cc1 (stereo unspecified)
44) Cc1c(C(=O)NCc2ccc([N+](=O)[O-])cc2)sc(=O)n1Cc1ccc2c(c1)OCO2
45) CSc1ccc(S(=O)(=O)N2CCN(Cc3ccc4c(c3)OCO4)CC2)cc1
46) Cc1ccnc(-n2c(C)cc(/C=C3\C(=O)NC(=S)N(C)C3=O)c2C)c1
47) C=CCSc1nc(Oc2ccccc2)c2sccc2n1
48) CNc1cncc(-c2cccc(C(C)=O)c2)n1
compound no.,43,44,45,46,47,48
Mtb FBA inh,2,0,1,-1,10,0
FadD28 FP inh,-1.4,-16,-3.6,-2.7,1.9,-2.1
PfHsp40 rescue,-1.4,x,1.9,-0.5,-1.4,x
GDH-TPI inh,6,9,-10,3,1,18
Anthrax LF prot,0,-5,2,14,0,-3
Mtb UGM inh,2.9,x,1.7,-0.7,0.9,x
Mtb BioA inh,0.1,3.5,-0.3,-0.3,3.9,-0.6
BoNT F protease,-2,-6,-1,7,1,0
BoNT A protease,-0.1,-0.4,-0.6,11,-0.3,-0.1

49) COc1cc(Br)cc(/C=N/c2ncn[nH]2)c1O
50) c1ccc(OCc2nc(-c3cccs3)no2)cc1
51) Cc1cc(C)c(NC(=O)NC(=O)c2ccc(F)cc2)c(C)n1
52) Cc1nn(C2CCS(=O)(=O)C2)c(C)c1CN(C)C(=O)c1ccc(S(=O)(=O)N(C)C)cc1 (stereo unspecified)
53) OC12CC3C[C@H](C1)C(N1CCOCC1)[C@@H](C3)C2 (stereo partly specified)
54) CCO[C@@H]1OC(C(=O)O)=C[C@H](C2CC2)[C@H]1CCCO
55) Cc1ccc(S(=O)(=O)n2nccc2-c2c(-c3ccccc3)noc2C)cc1
compound no.,49,50,51,52,53,54,55
Mtb FBA inh,0,4,3,-2,1,3,0
FadD28 FP inh,-1.0,-1.7,-0.4,-1.5,-1.5,-0.6,-1.7
PfHsp40 rescue,0.1,0.7,12,-0.2,-0.5,4.0,x
GDH-TPI inh,12,-7,6,-14,1,3,-5
Anthrax LF prot,-3,1,-4,-6,-14,-2,u
Mtb UGM inh,-4.3,2.8,-3.8,2.5,-0.2,2.8,5.7
Mtb BioA inh,-0.2,1.6,0.4,13,-1.6,0.6,1.4
BoNT F protease,-3,-2,-33,-16,u,-9,-27
BoNT A protease,-0.4,0.0,0.0,0.4,u,0.2,-11
